IMPase cell inh: membrane-permeable compound that blocks inositol monophosphatase; P97697; CHO-M1 cells, IP1 accumulation, HTRF TR-FRET ratio; inhibition (IP1 accumulation), % at 46.1 µM; 120,000 tested, under 10 active; AID 901; active means well fitted curve in the direction sought with a large enough effect in the signal ratio, not every such curve was filed as active; inconclusive means small, poorly fitted or top-dose-only effect, or a change in a side signal; inactive means no such curve, though single readings can be large or run the other way; the % refers to the signal ratio;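 further: cells stimulated with carbachol in lithium chloride buffer; plate controls were DMSO basal wells for no effect and reference inhibitor wells for full effect; higher means more IMPase inhibition seen as more IP1 and lower FRET ratio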
Target sequence (P97697 whole entry, looked up): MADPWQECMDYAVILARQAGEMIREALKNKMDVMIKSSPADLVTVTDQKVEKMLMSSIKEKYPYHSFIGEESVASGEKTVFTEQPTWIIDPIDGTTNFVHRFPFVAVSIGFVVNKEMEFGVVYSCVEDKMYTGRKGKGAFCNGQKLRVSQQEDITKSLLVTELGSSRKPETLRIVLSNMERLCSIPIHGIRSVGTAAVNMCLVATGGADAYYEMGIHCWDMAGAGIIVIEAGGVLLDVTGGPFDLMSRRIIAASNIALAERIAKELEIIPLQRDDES
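Elevated IP1 in lysates lowers TR-FRET signal (665/620 ratio and 620 channel reported). Cells were CHO-M1, given carbachol (50 uM as added) plus 50mM LiCl, pH 7.4, 30 min, 37C; compounds titrated up to 46 uM; AC50 by Hill equation.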
* hit, by the source's call; u = inconclusive. A portion of the library; the hit share may differ from the screen's.

SMILES	IMPase cell inh
CCOc1ccc(NC(=O)c2c(NC(=O)c3ccncc3)sc3c2CCC(C(C)(C)C)C3)cc1 (stereo not drawn)	-0.4
CCOc1ccc2nc(Cl)c(C3CC(c4ccccc4)=NN3C(=O)CCC(=O)O)cc2c1 (stereo not drawn)	u
COc1ccc(NC(=O)CSc2nnc3scc(-c4ccc(Cl)cc4)n23)cc1	2.1
CN(C(=O)CCNC(=O)Cn1cnc2ccccc2c1=O)c1ccccc1F	-8.4
Cc1ccc(-c2nn3c(-c4ccc(C)cc4)nnc3c3ccccc23)cc1	3.4
Cc1ccc2nc3c(cc(C(=O)NCC4CCCO4)c(=N)n3C(C)C)c(=O)n2c1 (stereo not drawn)	-7.3
COc1ccc(-c2nc(SCC(=O)NC3CCCC3)c(-c3ccc(F)cc3)[nH]2)cc1	9.5
CCCC1=Nc2cc(C(=O)NCc3ccccc3)ccc2Sc2ccccc21	18.1
CCCn1cnc2cc(NC(=O)c3cc(OC)c(OC)c(OC)c3)ccc21	0.2
CCOc1cc(Br)c(C2C(C(=O)OC)=C(C)NC3=C2C(=O)c2ccccc23)cc1OCC (stereo not drawn)	10.0
Nc1nnc(SCC(=O)Nc2cccc(F)c2)s1	-13.2
COc1cc(O)ccc1-c1nc2ccc(Br)cn2c1Nc1ccccc1C	11.4
COc1ccc(C(=O)N=c2sc3cc(Cl)ccc3n2C)cc1	9.7
COc1ccc(-c2nc3ccccc3n3c(-c4ccccc4)c4c(=O)n(C)c(=O)n(C)c4c23)cc1	-0.2
CC(C)c1ccc(S(=O)(=O)Nc2ccc3oc4c(c3c2)C(=O)CC(C)(C)C4)cc1	-3.1
COc1ccc(-c2csc3nc(-c4ccc(F)cc4)oc(=O)c23)cc1	-10.4
CCc1ccc(C2CC(=O)c3c([nH]c(C(=O)OCCOc4ccccc4)c3C)C2)cc1 (stereo not drawn)	-3.7
CC(C)(C)c1ccc(-c2nc(NC(=O)CSc3ncnc4sc5c(c34)CCCC5)ns2)cc1	-3.3
COc1ccc(CCNC(=O)C(=O)Nc2ccccc2F)cc1	2.2
CCOC(=O)C1(C)C=C(Nc2ccc(OC)cc2)C(=O)N1c1ccccc1 (stereo not drawn)	u
Cc1cccc(N2CCN(C(=O)c3cn(C4CCCCC4)c(=O)c4c3c3ccccc3n4C)CC2)c1C	1.4
Cc1oc2c(cc(NS(=O)(=O)c3ccc(F)cc3)c3ccccc32)c1C(=O)OCc1ccccc1	-3.5
Cc1ccc(NC(=O)CCN2CCN(CCO)CC2)cc1C	-3.9
COc1ccccc1NC(=O)C1=C(C)Nc2nc(CCCO)nn2C1c1cccc(O)c1 (stereo not drawn)	u
COc1ccc(N(C(=O)c2cccc(C)c2)S(=O)(=O)c2ccc(Cl)cc2)cc1	3.9

Arranged by value in IMPase cell inh (smallest number first): 3 from the list above.
SMILES	IMPase cell inh
CCc1ccc(C2CC(=O)c3c([nH]c(C(=O)OCCOc4ccccc4)c3C)C2)cc1 (stereo not drawn)	-3.7
COc1ccc(C(=O)N=c2sc3cc(Cl)ccc3n2C)cc1	9.7
COc1cc(O)ccc1-c1nc2ccc(Br)cn2c1Nc1ccccc1C	11.4

The main list resumes with the three entries that preceded the break.
SMILES	IMPase cell inh
Cc1ccc(NC(=O)CCN2CCN(CCO)CC2)cc1C	-3.9
COc1ccccc1NC(=O)C1=C(C)Nc2nc(CCCO)nn2C1c1cccc(O)c1 (stereo not drawn)	u
COc1ccc(N(C(=O)c2cccc(C)c2)S(=O)(=O)c2ccc(Cl)cc2)cc1	3.9
CCc1cccc(NC(=O)Cn2c(=O)n(CCc3ccc(OC)c(OC)c3)c(=O)c3ccccc32)c1	3.6
CCOC(=O)CSc1nnc2n(-c3ccccc3)c(=O)c3c4c(sc3n12)COC(C(C)C)C4 (stereo not drawn)	2.5
COc1ccc(Cl)cc1NC(=O)CSC1=Nc2ccccc2C2=NC(CC(=O)NCc3ccc4c(c3)OCO4)C(=O)N12 (stereo not drawn)	11.3
CCC1=Nc2cc(C(=O)NC3CCCC3)ccc2Sc2ccc(Br)cc21	3.6
COc1ccc(NC(=O)c2ccco2)cc1NC(=O)COc1cccc(C)c1C	-1.0
Cc1ccc(NC(=O)C(=O)NCc2ccco2)cc1	-2.6
CNC(=O)c1ccc(Nc2nnc(-c3ccc(C)c(S(=O)(=O)NC(C)(C)C)c3)c3ccccc23)cc1	-4.9
Cc1ccc(C)c(NC(c2ccccc2)c2nnc(-c3ccccc3F)o2)c1 (stereo not drawn)	6.5
COc1cc(NC(=O)c2cc(Cl)ccc2Cl)ccc1NC(=O)c1cc2ccccc2o1	-15.3
CCOc1ccc2cc(-c3nnc(Nc4ccc(C)cc4)s3)c(=O)oc2c1	-1.5
N#C/C(=C\c1ccc(Cl)cc1)C(=O)NCC1CCCO1 (stereo not drawn)	0.6
COc1cccc(C(=O)Nc2c(C(=O)c3ccc(F)cc3)oc3ccccc23)c1	0.3
CN1CCc2c(sc3c2C(=O)NC(c2ccc(OC(=O)c4ccc(C(C)(C)C)cc4)cc2)N3)C1 (stereo not drawn)	3.0
CCOC(=O)c1c(NC(=O)COc2cccc(C(F)(F)F)c2)sc2c1CCCCC2	-13.5
CCC(=O)N1c2ccccc2C(C)(c2ccccc2)CC1(C)C (stereo not drawn)	7.7
CC(C)(C)C1CCc2oc3ccc(NS(=O)(=O)c4cc(Cl)ccc4Cl)cc3c2C1 (stereo not drawn)	0.0
CC(=O)Nc1ccc(Nc2c(CCC(C)C)c(C)c(C#N)c3nc4ccccc4n23)cc1	1.9
CC(=O)c1ccc(NC(=O)Cn2nc(C(F)(F)F)c3c2CCC3)cc1	6.5
COc1ccc(OCC(=O)Nc2ccc(-c3nc4cc(Cl)ccc4o3)cc2)cc1	u
COc1ccccc1NC(=O)CCN1CCCCC1	-3.8
COc1ccc(CCn2c3c(c(=O)[nH]c2=O)C(NC(=O)c2ccccc2)(C(F)(F)F)C(=O)N3)cc1OC (stereo not drawn)	-2.7
Cc1ccc2c(c1)C(=O)OC(C(=O)Nc1ncc(Cc3ccccc3)s1)C2 (stereo not drawn)	6.3
Cc1ccc(NC(=O)Cn2c(=O)n(CCC(=O)NCCc3ccccc3)c(=O)c3ccccc32)cc1	7.3
Cc1ccc(-c2nc(S(=O)(=O)c3ccc(C)cc3)c(N3CCCCCC3)o2)cc1	4.6
O=C(c1ccc(Nc2nc3ccccc3n3nnnc23)cc1)N1CCN(c2cccc(C(F)(F)F)c2)CC1	-3.0
Carrying on:
SMILES	IMPase cell inh
O=C(NCCc1ccc(Cl)cc1)c1ccc(Nc2nc3ccccc3n3nnnc23)cc1	3.8
Cn1c(=O)n(C)c2cc(N3CCCCC3)c(NC(=O)c3ccc(C(C)(C)C)cc3)cc21	0.5
Cc1ccc(F)cc1NC(=O)CCSc1nc(-c2ccco2)cc(C(F)(F)F)n1	-7.1
O=C(Cn1c(=O)n(CCCS(=O)(=O)C2CCCCC2)c(=O)c2ccccc21)Nc1ccc(F)c(Cl)c1	2.5
Cc1nn(-c2ccccc2)c(OC(=O)c2ccccc2Cl)c1S(=O)(=O)c1ccccc1	9.7
COc1ccc(C(=O)c2oc3ccccc3c2NC(=O)COc2cccc(C)c2C)cc1	-8.1
COc1cccc(NC(=O)CC2Nc3cc(C)c(C)cc3NC2=O)c1 (stereo not drawn)	-2.8
COc1cc(C2CC(=O)c3c([nH]c(C(=O)OCc4ccc(C)cc4)c3C)C2)cc(OC)c1OC (stereo not drawn)	-5.2
CCn1c2ccccc2c2nnc(SCC(=O)O)nc21	-6.3
CC(C)(C)c1ccc(C2Sc3ccccc3NC3=C2C(=O)c2ccccc23)cc1 (stereo not drawn)	9.9
Cc1ccc(NC(=O)CSc2nc(-c3ccco3)cc(C(F)(F)F)n2)cc1	-5.0
CCc1ccccc1NC(=O)Cn1c(=O)n(-c2ccc(C)cc2)c(=O)c2cc(OC)c(OC)cc21	4.8
Cc1ccc(C)c(N2CCN(S(=O)(=O)c3c(C)nc4sccn4c3=O)CC2)c1	25.2
COc1cc(NS(=O)(=O)c2ccc(NC(=O)c3ccccc3C(=O)O)cc2)nc(OC)n1	5.4
CCOc1ccccc1NC(=O)CSC1=Nc2ccccc2C2=NC(CC(=O)NCc3ccc4c(c3)OCO4)C(=O)N12 (stereo not drawn)	-1.6
COc1ccc2nc3sc(C(=O)N4CCN(c5ccc(F)cc5)CC4)cc3cc2c1	u
COc1ccc(CCCc2nnc(SCC(=O)Nc3ccc(OC)cc3)o2)cc1	14.0
CCOC(=O)c1ccc(NC(=O)CSc2nc(-c3ccc(F)cc3)cc(C(F)(F)F)c2C#N)cc1	3.7
CCc1ccc(NC(=O)C(CC)n2nnc(C(=O)OC)c2C(=O)OC)cc1 (stereo not drawn)	0.8
Cc1ccc(NC(=O)/C(C#N)=C/c2cc(C)n(-c3ccc(F)cc3)c2C)cc1C	-0.5
CCOc1ccc(NC(=O)CSc2nc(C)c(C(=O)Nc3ccccc3)c(-c3ccc(Cl)cc3)c2C#N)cc1	-6.1
COc1cccc(/C=C(\C#N)c2nc3ccccc3c(=O)[nH]2)c1OC	0.0
COC(=O)c1cccc(CN2C(=O)SC(Nc3ccccc3C)C2=O)c1 (stereo not drawn)	-1.6
O=c1c2ccccc2nc(-c2ccc(Cl)cc2)n1CCCCOc1ccc(F)cc1	u
Cc1ccc2nc(-c3ccsc3)c(Nc3ccc(C(C)C)cc3)n2c1	3.4
The list goes on:
SMILES	IMPase cell inh
Cc1ccc(/C=C(\C#N)C(=O)Nc2cccc(Br)c2)o1	-15.9
O=C(CSc1nnc2scc(-c3ccc(Cl)cc3)n12)Nc1ccc(F)cc1	-5.0
COc1ccc(-c2nc(SCC(=O)NCC3CCCO3)c(-c3ccc(Cl)cc3)[nH]2)cc1 (stereo not drawn)	u
COc1cc(NC(=O)c2cc(Cl)c(OC)c(Cl)c2)ccc1NC(=O)c1cc2ccccc2o1	-12.3
CCOc1cc(C(=O)Nc2ccc(S(=O)(=O)Nc3cc(OC)nc(OC)n3)cc2)cc(OCC)c1OCC	1.0
COc1ccccc1NC(=O)COc1ccc(-c2nn(C)c(=O)c3ccccc23)cc1	-7.7
CCOc1ccc(NC(=O)C(=O)NCCc2ccccc2)cc1	-0.6
COc1ccccc1NC(=O)CCn1nc(-c2ccccc2)c2ccccc2c1=O	8.1
Oc1c(Br)cc(Br)cc1-c1nc2ccccc2s1	-0.1
COc1cc(OC)cc(C(=O)Nc2ccc3oc(-c4cccc5c(Br)cccc45)nc3c2)c1	u
COc1ccc(S(=O)(=O)N(CC(=O)NC(C)c2ccccc2)c2ccc(C)cc2)cc1OC (stereo not drawn)	-4.6
Cc1nc2scc(C)n2c(=O)c1S(=O)(=O)Nc1ccc(N2CCN(C(=O)C(C)C)CC2)cc1	4.0
COc1ccc(NC(=O)c2sc3nc4c(cc3c2N)CCCCCC4)cc1	-4.5
CCOC(=O)c1ccc(-c2ccc(/C=C(\C#N)C(=O)Nc3ccc(OCC)cc3)o2)cc1	-2.3
Cc1ccc(NC(=O)Nc2c(C)n(C)n(-c3ccccc3)c2=O)c(Cl)c1	-0.3
O=C(Nc1ccc(NC(=O)c2cc3ccccc3o2)cc1)c1ccccc1	-6.8
Cc1ccc(-c2cc(C(=O)Oc3ccccc3)c3cccc(C)c3n2)cc1	2.3
COc1ccc(C)cc1Nc1nc(N)c2cc(OC)c(OC)cc2n1	13.7
Cc1nc2scc(C)n2c(=O)c1S(=O)(=O)Nc1ccc(N2CCN(S(C)(=O)=O)CC2)cc1	-9.0
Clc1ccc2nc(Nc3ccccc3Cl)nc(-c3ccccc3)c2c1	0.4
CCCC(=O)Nc1cccc(-c2nc3ncccc3o2)c1	-9.8
COc1ccc(NC(=O)Cn2c(=O)n(Cc3ccccc3Cl)c(=O)c3cc(OC)c(OC)cc32)cc1	u
Cc1cccn2c(=O)c(/C=C(\C#N)c3nc4ccccc4[nH]3)c(Oc3ccc(C(C)(C)C)cc3)nc12	-3.4
Cc1ccc(CNC(=O)CCCn2c(=O)c3ccccc3n(CC(=O)Nc3ccc(C)cc3)c2=O)cc1	-3.6
COc1ccc(NC(=O)CCn2nc(-c3ccc(Cl)cc3)c3ccccc3c2=O)cc1	9.3

Random excerpt: two records from the list, in no set order.
SMILES	IMPase cell inh
COc1ccc(NC(=O)CCn2nc(-c3ccc(Cl)cc3)c3ccccc3c2=O)cc1	9.3
COc1ccc(-c2nc(SCC(=O)NCC3CCCO3)c(-c3ccc(Cl)cc3)[nH]2)cc1 (stereo not drawn)	u

Next structures
SMILES	IMPase cell inh
CCN(CC)C(=O)Cn1c(=O)n(Cc2ccc(C(=O)NCc3ccccc3Cl)cc2)c(=O)c2ccccc21	7.0
Cc1ccccc1OCC(=O)N(Cc1ccc(C(C)C)cc1)C1CCS(=O)(=O)C1 (stereo not drawn)	9.7
CCOC(=O)c1c(C)n(S(=O)(=O)c2ccc(C)cc2)c2ccc(NS(=O)(=O)c3ccc(C)cc3)cc12	0.6
CCOc1ccc(S(=O)(=O)N(C(=O)c2ccncc2)c2ccc3oc(C)c(C(=O)OC)c3c2)cc1	12.7
CC(=O)c1ccc(NC(=O)c2nc3nc(C)cc(C(F)F)n3n2)cc1	4.2
O=C(CSc1nc(-c2ccccc2)[nH]c1-c1ccccc1)Nc1ccc2c(c1)OCCO2	9.2
CCN(CC)c1ccc(-n2nc3cc(C)c(NC(=O)c4ccccc4F)cc3n2)cc1	u
Cc1ccc(O)c(C(CC(=O)NCC2(c3ccccc3)CCCC2)c2ccccc2)c1 (stereo not drawn)	4.5
CCOC(=O)Cn1c(=N)n(Cc2ccc(C(C)(C)C)cc2)c2ccccc21	-3.6
Cc1cccc(C)c1OCC(=O)Nc1c(C(=O)c2ccccc2)oc2ccccc12	u
CCCCOc1nnc(-c2ccc(OCC)cc2)c2ccccc12	-7.3
Cc1cccc(NC(=O)Cn2c(=O)n(CCCS(=O)(=O)C3CCCCC3)c(=O)c3ccccc32)c1	4.0

Screens from PubChem.
